# High-throughput results deposited in PubChem by The Scripps Research Institute Molecular Screening Center.
# M5 ag: CHRM5 agonism in calcium assay; P08912; CHO-K1 hM5 cells, Fluo-8 calcium fluorescence; 0% DMSO wells, 100% maximal acetylcholine response; activation, % at 3 µM; 360,000 tested, 0.19% active; AID 624037;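 active means activation above the run's mean over test compounds plus 3 SD, cut at about 23% in these data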;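 further: signal is peak over basal fluorescence ratio across the kinetic read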
# Target sequence (P08912 whole entry, looked up): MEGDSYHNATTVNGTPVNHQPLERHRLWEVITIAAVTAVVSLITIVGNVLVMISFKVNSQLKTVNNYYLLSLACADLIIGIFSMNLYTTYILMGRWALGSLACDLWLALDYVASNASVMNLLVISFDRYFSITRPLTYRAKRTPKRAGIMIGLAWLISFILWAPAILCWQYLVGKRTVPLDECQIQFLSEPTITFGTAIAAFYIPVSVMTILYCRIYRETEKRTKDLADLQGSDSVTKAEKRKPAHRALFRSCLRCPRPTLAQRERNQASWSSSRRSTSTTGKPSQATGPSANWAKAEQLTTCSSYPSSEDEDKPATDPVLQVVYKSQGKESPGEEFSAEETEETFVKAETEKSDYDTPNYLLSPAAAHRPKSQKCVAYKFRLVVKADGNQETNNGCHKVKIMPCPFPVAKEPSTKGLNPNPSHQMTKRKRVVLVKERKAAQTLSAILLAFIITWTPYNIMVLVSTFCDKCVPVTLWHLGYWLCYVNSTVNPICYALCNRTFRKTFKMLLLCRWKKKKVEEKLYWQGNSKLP
# M1 PAM parental: nonselective activator or artifact in parental CHO-K1 calcium assay; 360,000 tested, 0.02% active; ATP EC20, Fluo-8 calcium fluorescence; 0% at ATP EC20, 100% at ATP max; activation, % at 3 µM;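 active means activation above the run cutoff, the mean activation of all test compounds plus 3 SD, cut at about 40% in these data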;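 further: peak over basal fluorescence ratio in a 140 s read after ATP addition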
# M1 ag parental: nonselective activator or artifact in parental CHO-K1 cells; Fluo-8 calcium fluorescence; scaled to maximal ATP response, vehicle zero; activation, % at 3 µM; 360,000 tested, 0.48% active; in the data active means activation above about 15%;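 further: untransfected CHO-K1 host cells lacking M1 receptor as counterscreen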
# CHO-K1 Ca antag: M1 antagonist counterscreen hit in parental CHO-K1 cells; 360,000 tested, 0.6% active; inhibition, % at 3 µM; AID 602250; ATP-induced calcium, Fluo-8 fluorescence;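 active means inhibition above a per-plate cutoff, the plate's mean sample inhibition plus 3 SD, cut at about 24% in these data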;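 further: 0% = DMSO plus EC80 ATP and 100% = DMSO alone without ATP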
# CHRM5 PAM: positive allosteric modulators of human muscarinic M5 receptor. 360,000 tested, 0.3% active. activation, % at 3 µM. P08912. CHO-K1 hM5, Fluo-8 calcium, ACh EC20 PAM; 0% = ACh EC20, 100% = ACh EC100. AID 624038;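 active means activation above the run cutoff, the mean activation of all test compounds plus 3 SD, cut at about 18% in these data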
#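 Assay system: CHO-K1 hM5 cells. Also added: acetylcholine at EC20 concentration, added after compound. Dosing: 3 µM, single dose. Times: compound preincubation 140 s before EC20 acetylcholine addition. Signal: Fluo-8 calcium fluorescence. Measure: % activation relative to EC20 and EC100 ACh responses. Repeats: singlicate, one well per test compound.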
# CHRM5 antagonist: antagonists of human muscarinic M5 receptor (CHRM5) | P08912 | CHO-hM5 cells, Fluo-8 calcium fluorescence, ACh EC80 | inhibition, % at 3 µM | 360,000 tested, 0.59% active | AID 624040;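 active means inhibition above a per-plate cutoff, the mean of that plate's test compounds plus 3 SD, cut at about 27% in these data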;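 further: 0% = acetylcholine EC80 with DMSO and 100% = DMSO without agonist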
# CHRM4 PAM: positive allosteric modulators of human muscarinic M4 receptor. P08173. 360,000 tested, 0.4% active. CHO-K1 hM4/Gqi5, Fluo-8 calcium fluorescence, ACh EC20; 0% = ACh EC20, 100% = maximal ACh. activation, % at 3 µM;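 active means activation above its plate's cutoff, the mean activation of sample wells plus 3 SD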; further: some results filed as inactive read as strong as hits
# Target sequence (P08173 whole entry, looked up): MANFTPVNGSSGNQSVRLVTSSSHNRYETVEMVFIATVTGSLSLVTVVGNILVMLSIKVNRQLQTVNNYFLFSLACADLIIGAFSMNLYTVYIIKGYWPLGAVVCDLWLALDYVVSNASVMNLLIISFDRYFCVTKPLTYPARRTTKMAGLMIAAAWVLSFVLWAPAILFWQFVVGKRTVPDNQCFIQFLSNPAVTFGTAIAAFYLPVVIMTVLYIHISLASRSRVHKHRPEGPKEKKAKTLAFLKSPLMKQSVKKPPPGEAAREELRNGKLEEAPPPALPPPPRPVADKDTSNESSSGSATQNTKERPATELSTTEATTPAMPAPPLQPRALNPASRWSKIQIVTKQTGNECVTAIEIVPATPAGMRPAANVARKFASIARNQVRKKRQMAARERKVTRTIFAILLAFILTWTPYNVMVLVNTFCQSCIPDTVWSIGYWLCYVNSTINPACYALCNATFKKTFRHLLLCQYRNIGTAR
# CHRM4 antagonist: antagonists of human muscarinic M4 receptor (CHRM4); P08173; CHO-hM4 cells, ACh EC80, Fluo-8 calcium fluorescence; inhibition, % at 3 µM; 360,000 tested, 0.73% active; AID 624125;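 active means inhibition above its plate's cutoff, the mean inhibition of sample wells plus 3 SD, cut at about 27% in these data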;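 further: 0% = acetylcholine EC80 with DMSO and 100% = DMSO without agonist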
# M4 ag: agonists of human muscarinic M4 receptor (CHRM4); activation, % at 3 µM; P08173; CHO-K1 hM4/Gqi5, Fluo-8 calcium fluorescence; vehicle 0%, full acetylcholine response 100%; AID 624127; 360,000 tested, 0.14% active;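 active means activation above the run mean over all test wells plus 3 SD, cut at about 32% in these data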;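 further: peak over basal fluorescence ratio per well then scaled between controls; 0% = DMSO wells and 100% = acetylcholine at EC100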
# * = called active by the depositor. No enrichment for hits; any-hit rate near 2.7%.
SMILES,M5 ag,M1 PAM parental,M1 ag parental,CHO-K1 Ca antag,CHRM5 PAM,CHRM5 antagonist,CHRM4 PAM,CHRM4 antagonist,M4 ag
Cc1ccc(/C=N/NC(=O)c2ccc(C(=O)N/N=C/c3ccc(C)s3)o2)s1,-2.5,9.6,0.3,-5.5,-3.9,4.7,6.5,5.0,1.9
N=c1sccn1CC(=O)Nc1ccc([N+](=O)[O-])cc1Cl,-10.6,8.0,1.0,-18.0,2.1,3.1,-6.2,-4.3,1.9
Cc1ccc(CNC(=O)Nc2nnc([C@H]3C[C@H](O)[C@@H](CO)O3)s2)cc1,0.2,-13.2,0.0,6.0,0.2,0.7,4.8,-5.7,0.3
CCN(CC)S(=O)(=O)c1cc(NC(=O)c2ccc(Br)s2)ccc1C,2.7,-6.3,3.1,35.5*,-8.1,6.7,-14.5,-1.4,6.4
CC(=O)OC(C(=O)NC1CCCCC1)c1ccc(Cl)c(Cl)c1 (centres undefined),-1.6,26.4,2.0,-15.4,6.0,-6.4,-0.2,-3.7,1.4
CC1CCC(C(=O)NC(C(=O)NCc2ccccn2)C(C)C)CC1 (centres undefined),-2.7,27.2,-0.3,-12.1,6.4,-4.5,1.5,-18.1,1.2
CCCNC(=O)c1cc(C2CCCN(S(=O)(=O)c3cccc4cccnc34)C2)on1 (centres undefined),5.5,-16.4,5.0,15.0,-5.8,3.5,-6.5,-6.3,11.3
COc1cc(NC(=O)CN(C)S(=O)(=O)c2ccc(-c3ccc(=O)[nH]n3)s2)cc(OC)c1,-2.2,2.5,1.5,-9.2,-2.7,3.4,-6.0,-0.6,2.8
CC(C)(C)N1CC(OC(N)=O)C1,-7.7,0.1,1.4,-9.1,-3.6,5.4,-5.2,3.0,0.3
COc1cc(/C=N/Nc2nc(=O)[nH]nc2C)cc(OC)c1O,-0.7,6.5,-0.4,-6.9,4.8,0.4,-0.3,-1.4,-0.4
CCC(C)OC(=O)C1=C(C)O[C@]23OC(N)=C(C#N)[C@]12C(=O)c1ccccc13 (some centres undefined),0.4,18.6,0.1,-11.4,7.7,-1.6,0.0,7.7,0.8
Cc1noc2ncc(C(=O)c3cc(F)ccc3O)cc12,-4.0,0.1,0.9,5.2,-4.8,13.5,15.7,8.9,1.6
CN1C(=O)CC(c2cn(Cc3ccccc3)c3ccccc23)C1=O (centres undefined),-3.0,17.4,1.3,-11.9,3.3,0.7,0.6,5.6,0.7
COc1ccc(OC)c(-n2c(SCC(=O)N3CCc4ccccc43)nc3c(c2=O)SCC3)c1,-0.4,18.9,0.4,-10.0,-2.8,-1.3,0.7,-5.5,1.0
O=C(NC1CC1)C1=C[C@@H](c2csc3ccccc23)C[C@@H](OCCCCO)O1,-0.8,24.7,0.4,-4.6,4.8,2.4,6.3,-6.4,3.6
O=C1NC(c2ccc(O)cc2)Nc2ccccc21 (centres undefined),-3.6,17.3,8.4,2.8,-0.6,1.1,-2.6,1.9,0.5
CN(C)C(=O)CCc1ccc2c3c([nH]c2c1)[C@]1(CCc2ccccc2)[C@@H](C(=O)N2CCCCC2)C[C@H](CC(=O)NCc2ccco2)C(=O)N1CC3,-3.4,17.4,0.1,-21.7,2.2,-4.2,6.1,-8.2,-0.2
C/C(=N\NC(=O)c1nnn(-c2nonc2N)c1C(C)C)c1ccncc1,-3.7,16.8,2.0,-14.7,0.4,3.9,3.4,3.0,1.3
COc1ccc2c(CC(=O)Nc3nccs3)coc2c1,2.5,13.4,3.4,-4.5,-5.8,6.6,-5.2,-9.2,9.8
O=C(N/N=C/c1cccs1)C1COc2ccccc2O1 (centres undefined),2.3,5.7,0.7,-15.6,3.1,-5.1,-10.2,9.0,0.0
CC(=O)N1CCc2cc(S(=O)(=O)NCCC(=O)NCCc3ccccc3)ccc21,-0.9,2.0,1.0,-3.8,-3.4,-2.8,-5.0,-2.6,2.8
CN(C)/N=C/c1ccc(N2CCOCC2)cc1,1.3,-0.8,1.2,-4.7,-3.1,8.6,-1.7,2.9,3.0
Cc1ccccc1C(=O)N1CCC(C(=O)Nc2ccccc2N2CCCC2)CC1,-2.8,3.4,0.2,4.6,-0.3,-0.4,3.2,-9.5,3.1
CCCn1nc(NC(=O)c2ccco2)c2cc3ccc(C)cc3nc21,0.7,4.3,1.1,0.1,-6.2,2.1,-4.8,8.9,2.2
O=C1CC(=C2c3ccccc3-c3ccccc32)C(=O)N1CCCCN1CCN(c2ccccc2)CC1,-4.1,2.9,-0.2,-4.8,-2.4,-1.5,-8.9,9.6,1.6

# For reference, some entries already given.
SMILES,M5 ag,M1 PAM parental,M1 ag parental,CHO-K1 Ca antag,CHRM5 PAM,CHRM5 antagonist,CHRM4 PAM,CHRM4 antagonist,M4 ag
Cc1ccccc1C(=O)N1CCC(C(=O)Nc2ccccc2N2CCCC2)CC1,-2.8,3.4,0.2,4.6,-0.3,-0.4,3.2,-9.5,3.1
CCCn1nc(NC(=O)c2ccco2)c2cc3ccc(C)cc3nc21,0.7,4.3,1.1,0.1,-6.2,2.1,-4.8,8.9,2.2
O=C1CC(=C2c3ccccc3-c3ccccc32)C(=O)N1CCCCN1CCN(c2ccccc2)CC1,-4.1,2.9,-0.2,-4.8,-2.4,-1.5,-8.9,9.6,1.6

# (more compounds)
SMILES,M5 ag,M1 PAM parental,M1 ag parental,CHO-K1 Ca antag,CHRM5 PAM,CHRM5 antagonist,CHRM4 PAM,CHRM4 antagonist,M4 ag
COc1cc(Br)cc(/C=N/N(CCO)C2=NS(=O)(=O)c3ccccc32)c1OC,0.3,-3.9,6.0,-1.4,-10.8,15.4,-4.5,-12.3,12.4
COCCNc1nc(Nc2ccc(Cl)cc2F)c2sccc2n1,0.2,19.4,5.3,-12.0,-8.9,14.4,-6.0,0.6,9.9
COc1cccc(NC(=O)CSc2nc3ccccc3c(=O)n2C)c1,4.9,-2.4,8.4,9.1,-8.7,14.0,-10.2,-5.5,11.2
COc1ccc(N2CCN(C(CNC(=O)C(=O)NCc3cccs3)c3ccco3)CC2)cc1 (centres undefined),-0.9,18.3,2.0,-18.8,3.2,0.5,10.9,3.4,0.5
[N-]=[N+]=CC(=O)C(O)(c1ccccc1)C(Cl)c1ccccc1 (centres undefined),-15.7,-9.4,-0.4,9.5,-6.4,21.2,-13.0,15.7,-1.3
O=C(N/C(=C/c1cccs1)C(=O)N1CCOCC1)c1ccccc1,-0.9,20.5,1.1,-19.4,0.2,-3.9,-7.5,-1.1,0.7
C=CCn1c(CCNC(=O)c2cccs2)nnc1SCC(=O)c1ccc(Cl)cc1,0.7,1.3,2.5,-9.6,1.9,-1.3,-6.4,-9.6,6.1
COc1ccc(CC(=O)Nc2nc(C(C)(C)C)cs2)cc1,-2.7,-3.8,1.7,-10.8,-3.5,9.2,-1.0,-3.4,3.1
Cc1cc(C)cc(-c2nnc(SCc3ccc(C(=O)O)cc3)o2)c1,6.5,5.1,1.0,1.6,7.9,-17.1,-2.3,-6.6,2.7
COc1cc(OC)cc(C(=O)NCCCCNC(=O)c2cc(OC)cc(OC)c2)c1,-3.7,0.9,2.9,-0.4,-3.6,11.3,-4.2,1.2,0.2
C=CCCCCCCCC(=O)OC,1.0,7.5,0.7,-8.0,-0.6,7.7,0.3,-18.2,1.4
CCS(=O)(=O)NCCc1cc2cc(C)c(C)cc2[nH]c1=O,-0.4,9.1,-0.1,-7.4,-0.3,-15.2,5.9,-18.5,2.8
Cc1cccc(C(=O)c2cnc3ccccc3c2-c2ccccc2)c1,-14.5,15.2,0.7,-6.2,-30.4,0.2,-10.4,1.1,2.1
CC(C)C(=O)Nc1ccc(C(=O)NNC(=O)c2ccco2)cc1,-2.3,-11.7,-0.1,17.4,-4.1,9.7,-9.3,7.3,0.0
CCOC(=O)C1=C(C)N(CC(C)C)C(=O)C1,1.6,18.7,0.8,-22.9,0.6,6.5,22.2*,-10.0,1.7
O=C(NC1CCCCC1)C(c1ccncc1)N(C(=O)c1csnn1)c1ccccc1 (centres undefined),-1.9,0.3,-0.7,-7.2,-1.4,2.6,2.3,-12.8,-0.1
O=C(c1ccccc1)N1N=C(c2ccccc2)CC1c1ccccc1O (centres undefined),-3.0,-1.3,0.6,3.3,-3.0,2.3,-1.3,-6.6,1.1
CCCCSc1nnc2n(CCc3ccccc3)c(=O)c3c4c(sc3n12)COC(C)(C)C4,1.4,13.2,0.3,-6.0,-1.0,1.2,1.5,5.5,0.5
COCCN(C(=S)Nc1cccc(C)c1)C(C)c1cccnc1 (centres undefined),-3.5,18.9,1.2,-26.4,7.5,-4.4,8.3,-12.3,0.5
Cc1nc2ccccc2c(=O)n1NCc1cc(Br)cs1,5.0,-14.8,1.3,-7.1,0.2,-6.4,2.2,-6.0,3.0
CCOC(=O)[C@H]1[C@H]2COc3cc(OC)ccc3[C@@H]2N2C(=O)N(c3cccc(Cl)c3)C(=O)[C@@]12C,-4.5,13.4,-1.2,3.3,-1.8,4.0,-3.0,-12.3,1.6
Cc1c(Cc2ccc3c(c2)OCO3)sc(NC(=O)C2CC2)c1C(N)=O,-2.6,10.8,1.0,-10.4,0.0,9.6,0.5,-12.9,1.4
O=c1[nH]c2ccc(Cl)cc2c(O)c1Cc1ccccc1,-2.5,26.2,0.9,0.1,-2.1,-4.2,4.8,-0.5,1.2

# 5 records picked at random from those above, as already listed:
SMILES,M5 ag,M1 PAM parental,M1 ag parental,CHO-K1 Ca antag,CHRM5 PAM,CHRM5 antagonist,CHRM4 PAM,CHRM4 antagonist,M4 ag
COc1ccc(CC(=O)Nc2nc(C(C)(C)C)cs2)cc1,-2.7,-3.8,1.7,-10.8,-3.5,9.2,-1.0,-3.4,3.1
Cc1ccc(CNC(=O)Nc2nnc([C@H]3C[C@H](O)[C@@H](CO)O3)s2)cc1,0.2,-13.2,0.0,6.0,0.2,0.7,4.8,-5.7,0.3
CCC(C)OC(=O)C1=C(C)O[C@]23OC(N)=C(C#N)[C@]12C(=O)c1ccccc13 (some centres undefined),0.4,18.6,0.1,-11.4,7.7,-1.6,0.0,7.7,0.8
COc1cc(Br)cc(/C=N/N(CCO)C2=NS(=O)(=O)c3ccccc32)c1OC,0.3,-3.9,6.0,-1.4,-10.8,15.4,-4.5,-12.3,12.4
O=C(NC1CCCCC1)C(c1ccncc1)N(C(=O)c1csnn1)c1ccccc1 (centres undefined),-1.9,0.3,-0.7,-7.2,-1.4,2.6,2.3,-12.8,-0.1
